From PubChem BioAssay
aDG glyco up = alpha-DG glycosylation activation | Pro5-aDG cells, alpha-DG glycosylation AlphaScreen (IIH6); 0% Pro5, 100% B10-LARGE cell signal | activation, % at 10 µM | actives 0.22% (n = 360,000) | AID 624168;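 active = activation of at least 8% versus controls, or a plate z-score of at least 8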;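 also: Pro5 are CHO cells carrying HIG-tagged alpha-DG that lacks glycosylation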
HTR2A ag = agonists of mouse serotonin 5-HT2A receptor (HTR2A); P35363; CHO-K1 mHTR2A beta-arrestin complementation, luminescence; percent of 30 µM serotonin response; activation, % at 7.6 µM; actives 0.66% (n = 360,000);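 active = activation above a run cutoff, the mean activation of all tested compounds plus 3 SD, cut at about 14% in these data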;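 also: 0% = plate median of compound wells and 100% = 30 µM serotonin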
Target sequence (P35363 whole entry, looked up): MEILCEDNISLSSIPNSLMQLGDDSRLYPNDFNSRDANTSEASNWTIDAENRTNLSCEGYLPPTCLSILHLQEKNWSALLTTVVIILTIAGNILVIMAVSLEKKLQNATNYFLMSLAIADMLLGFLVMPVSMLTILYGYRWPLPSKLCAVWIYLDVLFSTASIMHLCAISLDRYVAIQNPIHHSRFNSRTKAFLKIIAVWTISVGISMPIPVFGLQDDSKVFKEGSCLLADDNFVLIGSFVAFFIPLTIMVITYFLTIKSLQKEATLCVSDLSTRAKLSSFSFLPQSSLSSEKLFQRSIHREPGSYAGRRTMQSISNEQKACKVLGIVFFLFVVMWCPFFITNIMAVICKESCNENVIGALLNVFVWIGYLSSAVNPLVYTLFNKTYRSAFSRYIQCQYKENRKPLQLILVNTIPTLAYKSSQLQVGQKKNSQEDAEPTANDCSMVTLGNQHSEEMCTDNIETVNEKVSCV
Cardio protect = modulators protecting cardiomyocytes from myocardial damage. actives 0.63% (n = 360,000). protection from H2O2 cell death, % at 20 µM. AID 588492. H9c2 cardiomyocytes, H2O2 injury protection, ATPLite, 2 h;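 active = compounds giving at least 50% protection of heart cells from peroxide-induced death in the single-dose screen, raw or plate-pattern-corrected value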;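 also: 0% = DMSO wells with peroxide and 100% = DMSO wells without peroxide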
iPSC survival up = increases survival of single human iPS cells. hiPSC single-cell survival, ATPlite luminescence; 100% = ROCK inhibitor wells, 0% = DMSO. survival enhancement, % at 20 µM. actives 0.044% (n = 360,000). AID 602274; in the data active = survival enhancement above about 18%;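 also: cells exposed to compounds for 16 hours before the ATP read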
ABCB6 inh 2 = blocks the human ABCB6 transporter | Q9NP58 | K562-ABCB6 porphyrin accumulation, flow cytometry, 1 h; hits give low values | fluorescence ratio to DMSO, % at 10 µM | actives 0.19% (n = 360,000);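 active = fluorescence ratio to DMSO below 75%, the collection mean minus 3 SD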;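 also: signal is porphyrin accumulated inside mitochondria; 100% equals median channel fluorescence of DMSO control wells; lower ratio means ABCB6 inhibition with less porphyrin fluorescence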
N-glyco inh = blocks N-linked glycosylation in D54 reporter cells | D54 ERlucT glycosylation luciferase reporter, 24 h; percent of 100 nM tunicamycin response | reporter increase, % at 12.5 µM | actives 0.23% (n = 360,000) | AID 588692;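 active = mean luciferase reporter signal, scaled so untreated is 0 and the glycosylation-blocking control 100, at or above a set limit in every replicate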;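 also: luciferase carries N-glycosylation sites so blocking glycosylation raises the light; 0% = median of neutral control wells and 100% = median of 100 nM tunicamycin wells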
Granule exo inh = lytic granule exocytosis inhibition. inhibition, % at 10 µM. actives 0.66% (n = 360,000). AID 651702. TALL-104 LAMP-1 surface exposure, flow cytometry; cells stimulated with thapsigargin and PMA;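 active = inhibition above about 55%, limit read from the data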
CaV13 FRET inh = Disruptors of the CACNA1D IQ motif to Ca2+-dependent inactivation inhibitor domain association, primary screening, Förster resonance energy transfer in intact living …; HEK cells, CFP/YFP FRET ICDI-IQ, plate reader, 10 min; percent FRET-ratio fall versus neutral wells; inhibition, % at 12.3 µM; actives 0.098% (n = 340,000); AID 743397;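 active = mean replicate inhibition of at least 30% and at least 1% of replicates passing that level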;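 also: 0% = median of the neutral control wells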
PDI turbidity = PDI (human) enzyme inhibition; P07237; PDI insulin aggregation turbidity, A650, 90 min; inhibition, % at 10 µM; actives 0.052% (n = 350,000); AID 588391;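 active = mean inhibition across replicates of 30% or more, whatever share of single replicates reach that level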;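 also: absorbance from insulin aggregation driven by PDI reduction with DTT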
Target sequence (P07237 whole entry, looked up): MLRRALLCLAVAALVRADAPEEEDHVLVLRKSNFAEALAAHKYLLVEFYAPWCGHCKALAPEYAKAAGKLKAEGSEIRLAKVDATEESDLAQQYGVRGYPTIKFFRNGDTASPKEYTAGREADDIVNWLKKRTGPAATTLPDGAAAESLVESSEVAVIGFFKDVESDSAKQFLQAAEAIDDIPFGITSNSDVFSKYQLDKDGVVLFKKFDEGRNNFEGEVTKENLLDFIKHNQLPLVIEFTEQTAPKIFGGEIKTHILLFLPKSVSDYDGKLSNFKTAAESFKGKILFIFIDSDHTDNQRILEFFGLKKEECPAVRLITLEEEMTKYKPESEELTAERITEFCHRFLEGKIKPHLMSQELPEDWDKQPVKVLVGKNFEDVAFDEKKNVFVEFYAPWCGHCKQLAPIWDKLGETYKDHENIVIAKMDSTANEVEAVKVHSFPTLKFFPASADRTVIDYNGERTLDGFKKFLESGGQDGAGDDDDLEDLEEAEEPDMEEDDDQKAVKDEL
Vif imaging = blocks HIV Vif function; HEK293T cells, Vif self-association by quenched fluorescence, imaging, 24 h; inhibition, % at 7.49 µM; actives 0.35% (n = 340,000); AID 602346; in the data active = inhibition above about 50%, passing the limit was not always enough; also: some results filed as inactive read as strong as hits
* marks the source's active call; other numbers are inactive results; x = no result given; & = joins results of further samples.

(1) COC(=O)[C@@H](NC(=O)c1ccccc1OC1CCN(S(C)(=O)=O)CC1)C(C)C
(2) CCOC(=O)/C(C#N)=C/c1cc2ccccc2nc1N1CCOCC1
(3) COc1cc(CNCc2cc(OC)c(OC)c(OC)c2)cc(OC)c1
(4) Cc1ccc(CN2CCN(CCC(C)C)C(CCO)C2)s1 (centres undefined)
(5) Cc1ccc(S(=O)(=O)N2CCN(C(=O)c3cc4c(s3)CCCC4)CC2)c(C)c1
(6) CCOC(=O)CSc1ccc(C(=O)NCCN2CCOCC2)cc1[N+](=O)[O-]
(7) Cc1nn(CCC#N)c(NC(=O)c2ccc(Cl)cc2)c1P(=O)(Nc1ccc([N+](=O)[O-])cc1)N1CCOCC1 (centres undefined)
(8) OC1(C#CCCN2CCCCC2)c2ccccc2-c2ccccc21
compound no.,1,2,3,4,5,6,7,8
aDG glyco up,-0.1,0.0,0.5,0.1,0.8,0.1,-0.2,-0.1
HTR2A ag,5,4,4,-5,-1,4,2,0
Cardio protect,4,4,-9,2,-17,13,0,-3
iPSC survival up,-0.6,6.5,-0.2,-3.7,6.1,-0.2,0.2,-0.5
ABCB6 inh 2,91,103,101,97,104,94,98,99
N-glyco inh,0,2,-1,1,-4,0,0,-2
Granule exo inh,0,1,3,-7,8,-11,-2,-3
CaV13 FRET inh,-5,-2,-21,0,-5,-2,-3,3
PDI turbidity,-11,-4,-6,-12,0,4,-17,6
Vif imaging,0,-13,-2,35,9,-10,-6,7

(9) CC(C)C(NC(=O)/C(=C\c1ccco1)NC(=O)c1ccco1)C(=O)O (centres undefined)
(10) CC(=O)Nc1ccc(S(=O)(=O)NCCSCc2ccco2)cc1
(11) Cc1ccc(-c2cc(C(F)F)n3ncc(C(=O)N4CCc5ccccc5C4)c3n2)cc1
(12) CCC(=O)N1CCN(c2nc3ccccc3s2)CC1
(13) COc1ccc(C(C)=O)cc1Cn1cnc2c(cnn2C)c1=O
(14) Cc1c(C(=O)NCCC#N)sc(=O)n1Cc1ccc(F)cc1
(15) CSC(=Nc1ccc(Cl)cc1)N[n+]1ccccc1
(16) Cc1ccccc1Cn1c2ccccc2c2cnn(CC(=O)NCc3ccccn3)c(=O)c21
compound no.,9,10,11,12,13,14,15,16
aDG glyco up,0.2,0.1,2.3,0.2,0.0,-0.1,-0.3,0.2
HTR2A ag,19*,4,-6,1,-5,-2,2,-4
Cardio protect,1,-2,-6,-20,10,6,5,0
iPSC survival up,-0.4,1.2,-2.4,1.2,-0.6,-2.7,-0.3,0.7
ABCB6 inh 2,99,96,100,105,97,96,99,106
N-glyco inh,0,-1,2,-6,0,2,-3,2
Granule exo inh,-7,-3,-2,0,0,5,-5,-1
CaV13 FRET inh,-4,-10,-14,-2,-2,-1,-4,-7
PDI turbidity,7,-2,-1,3,7,9,-5,-2
Vif imaging,0,8,5,4,4,4,3,-4

(17) CCCCc1c(O)nc(N2CCN(Cc3ccccc3)CC2)[nH]c1=O
(18) CCOc1ccc(C(=O)Nc2cc(C)on2)cc1OCC
(19) CC(C)C(=O)Nc1ccc2c(c1)C(=O)NC2=O
(20) CC(OC(=O)Cn1cc(C(F)(F)F)ccc1=O)C(=O)NC(C)c1ccc(Cl)cc1Cl (centres undefined)
(21) COc1cccc(CC(=O)NNC(=O)c2c(-c3ccccc3)noc2C)c1
(22) Cc1ccccc1CCN(C(=O)CN1C(=O)c2ccccc2S1(=O)=O)C(C(=O)NCC1CCCO1)c1ccncc1 (centres undefined)
(23) O=c1[nH]nnc2sc3c(c12)CCCC3
(24) COCCN1CCN(Cc2cn(C)nc2-c2ccc(Oc3ccccc3)cc2)CC1
compound no.,17,18,19,20,21,22,23,24
aDG glyco up,0.2,-0.2,0.2,0.1,0.1,-0.2,-0.2,0.0
HTR2A ag,2,5,1,-3,-2,2,4,0
Cardio protect,11,5,8,3,2,15,20,1
iPSC survival up,-2.4,0.5,8.6,-0.5,-0.8,1.1,0.4,-0.7
ABCB6 inh 2,93,103,101,102,86,94,102,98
N-glyco inh,-2,2,4,1,1,4,-1,-1
Granule exo inh,2,-3,9,-5,0,-8,-5,20
CaV13 FRET inh,-3,-11,-5,-5,-5,-2,-3,-1
PDI turbidity,-3,-9,-3,0,9,-6,3,-5
Vif imaging,5,1,-4,-5,32,2,-17,x

(25) CCOc1ccc2nc(SCC(=O)Nc3nonc3C)[nH]c2c1
(26) CC(=O)Nc1ccc2c(c1)CCCC2=O
(27) COc1ccccc1C(=O)Nc1ccc(C(=O)/C=C/c2cccs2)cc1
(28) O=C(COC(=O)c1ccc([N+](=O)[O-])s1)Nc1ccccc1
(29) COCCn1c(C)cc(C(=O)COC(=O)c2cccc(O)c2)c1C
(30) CCOC(=O)c1c(C)n(-c2ccc(OC)cc2)c2c(C/C(C)=N/O)c(Br)c(OC)c(O)c12
(31) COc1cc(C(=O)N/N=C(\Cc2ncc[nH]2)c2ccccc2)cc(OC)c1OC
(32) COc1cc(NC(=O)CNC(c2ccccc2)c2ccccc2)cc(OC)c1OC
compound no.,25,26,27,28,29,30,31,32
aDG glyco up,-0.2,-0.1,0.1,0.0,-0.2,0.0,-0.2,0.0
HTR2A ag,-1,-1,-1,-5,3,5,-1,3
Cardio protect,3,-2,-7,21,-27,8,12,-5
iPSC survival up,1.1,0.1,-2.6,0.6,0.0,-1.3,0.2,-0.5
ABCB6 inh 2,94,96,96,96,97,115,104,97
N-glyco inh,1,3,3,4,-23,1,0,2
Granule exo inh,-3,3,0,-4,-1,6,1,11
CaV13 FRET inh,-2,-15,-5,-8,-4,-5,4,-3
PDI turbidity,-2,2,-10,-3,21,-11,-4,-4
Vif imaging,-5,7,-8,-7,2,5,9,-8

Two records drawn at random from the list so far, as already listed:
(16) Cc1ccccc1Cn1c2ccccc2c2cnn(CC(=O)NCc3ccccn3)c(=O)c21
(2) CCOC(=O)/C(C#N)=C/c1cc2ccccc2nc1N1CCOCC1
compound no.,16,2
aDG glyco up,0.2,0.0
HTR2A ag,-4,4
Cardio protect,0,4
iPSC survival up,0.7,6.5
ABCB6 inh 2,106,103
N-glyco inh,2,2
Granule exo inh,-1,1
CaV13 FRET inh,-7,-2
PDI turbidity,-2,-4
Vif imaging,-4,-13

Going on with the list:
(33) COC(=O)CCC(=O)N1CCC(Oc2cccc(C(=O)NCc3ccccn3)c2)CC1
(34) COc1cc(C(=O)NNC(=O)/C=C/c2ccco2)cc(OC)c1OC
(35) Cc1nc(S(=O)(=O)N2CCOCC2)c(C#N)c(C)c1Cl
(36) CCn1c2ccccc2c2cc(NC(=O)COC(=O)c3ccc(O)cc3)ccc21
(37) O=[N+]([O-])c1ccc(C=Nc2cccc3ccccc23)s1
(38) O=C(CCN1CCCCC1)NCC1OCCc2ccccc21 (centres undefined)
(39) COC(=O)N/N=C/c1ccc(-c2cc(Cl)cc(Cl)c2)o1
(40) COc1cc(C=NNC(=O)C(=O)Nc2cccc(Cl)c2)cc(OC)c1O
compound no.,33,34,35,36,37,38,39,40
aDG glyco up,0.4,-0.1,0.3,-0.2,1.2,0.1,0.1,0.1
HTR2A ag,-5,6,6,-1,0,-1,1,-2
Cardio protect,0,0,2,-1,-14,3,-5,43
iPSC survival up,-1.9,0.3,0.8,-0.3,-1.3,0.1,-1.5,1.3
ABCB6 inh 2,98,98,93,98,311,96,98,201
N-glyco inh,-2,3,-1,21,5,1,3,-1
Granule exo inh,16,4,-2,7,2,1,-5,3
CaV13 FRET inh,-5,-2,x,-5,x,-3,-5,-7
PDI turbidity,3,-9,7,8,2,-5,10,5
Vif imaging,13,5,x,x,0,x,-3,5

10 compounds already listed, ordered by number of heavy atoms, lowest first:
(37) O=[N+]([O-])c1ccc(C=Nc2cccc3ccccc23)s1
(28) O=C(COC(=O)c1ccc([N+](=O)[O-])s1)Nc1ccccc1
(38) O=C(CCN1CCCCC1)NCC1OCCc2ccccc21 (centres undefined)
(29) COCCn1c(C)cc(C(=O)COC(=O)c2cccc(O)c2)c1C
(34) COc1cc(C(=O)NNC(=O)/C=C/c2ccco2)cc(OC)c1OC
(40) COc1cc(C=NNC(=O)C(=O)Nc2cccc(Cl)c2)cc(OC)c1O
(31) COc1cc(C(=O)N/N=C(\Cc2ncc[nH]2)c2ccccc2)cc(OC)c1OC
(32) COc1cc(NC(=O)CNC(c2ccccc2)c2ccccc2)cc(OC)c1OC
(33) COC(=O)CCC(=O)N1CCC(Oc2cccc(C(=O)NCc3ccccn3)c2)CC1
(30) CCOC(=O)c1c(C)n(-c2ccc(OC)cc2)c2c(C/C(C)=N/O)c(Br)c(OC)c(O)c12
compound no.,37,28,38,29,34,40,31,32,33,30
aDG glyco up,1.2,0.0,0.1,-0.2,-0.1,0.1,-0.2,0.0,0.4,0.0
HTR2A ag,0,-5,-1,3,6,-2,-1,3,-5,5
Cardio protect,-14,21,3,-27,0,43,12,-5,0,8
iPSC survival up,-1.3,0.6,0.1,0.0,0.3,1.3,0.2,-0.5,-1.9,-1.3
ABCB6 inh 2,311,96,96,97,98,201,104,97,98,115
N-glyco inh,5,4,1,-23,3,-1,0,2,-2,1
Granule exo inh,2,-4,1,-1,4,3,1,11,16,6
CaV13 FRET inh,x,-8,-3,-4,-2,-7,4,-3,-5,-5
PDI turbidity,2,-3,-5,21,-9,5,-4,-4,3,-11
Vif imaging,0,-7,x,2,5,5,9,-8,13,5

(list continues)
(41) CC(=O)Nc1ccc(S(=O)(=O)NCCCc2ccccc2)cc1
(42) Cc1cc(NC(=O)c2sc(Nc3ccc(F)c(Cl)c3)nc2N)no1
(43) O=[N+]([O-])c1ccc(-[n+]2nc(-c3ccccc3)nn2-c2ccccc2)cc1
(44) OC(COc1cccc(OCC(O)CN2CCOCC2)c1)CN1CCOCC1 (centres undefined)
(45) CCCN(CCC)C(=O)CSc1nc2ccccc2c(=O)n1CC1COc2ccccc2O1 (centres undefined)
(46) CC1=C(C(=O)OC2CCCC2)C(c2coc3ccc(C)cc3c2=O)C2=C(CCCC2=O)N1 (centres undefined)
(47) O=C(N/N=C/c1cccc([N+](=O)[O-])c1)C1CC1c1ccccc1 (centres undefined)
(48) COC(=O)CSc1nc2ccc(C)cc2cc1C#N
compound no.,41,42,43,44,45,46,47,48
aDG glyco up,0.1,0.4,-0.6,0.3&0.0,0.2,-0.4,0.2,0.0
HTR2A ag,1,6,-1,3&5,4,1,-2,1
Cardio protect,-6,-15,6,7&3,15,0,-7,-6
iPSC survival up,-0.2,-0.3,-0.3,-1.6&-0.4,-0.4,-0.5,-1.6,-0.3
ABCB6 inh 2,93,98,100,102&92,87,101,95,90
N-glyco inh,-1,5,-1,-1&0,-4,-2,1,-11
Granule exo inh,-6,-2,2,0&3,44,-1,-1,-4
CaV13 FRET inh,-4,-18,-20,-6,-5,-6,-3,-9
PDI turbidity,-16,-2,-1,-9,-9,3,14,-1
Vif imaging,-3,-3,-2,-2&13,8,10,-6,7
